OPRM1-OPRD1 ag: OPRM1-OPRD1 heterodimerization agonism. 340,000 tested, 0.3% active. cells, luminescence. activation, % at 9.3 µM. AID 504326; in the data active = activation above about 18%;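 also: 0% = vehicle-treated cells and 100% = reference agonist; values of inactives mirror those of a sister screen read the other way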
cardiac RTF act: increases calcium sensitivity of human cardiac regulated thin filaments; IANBD-labeled TnC RTF fluorescence at EC20 calcium; 0% EC20 calcium, 100% full calcium; activation, % at 7.2 µM; 340,000 tested, 0.24% active; AID 493008;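 active = activation above the mean over all tested compounds plus 3 SD, cut at about 30% in these data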;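 also: rise in fluorescence read as greater calcium sensitivity of cardiac thin filaments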
MOR-DOR inv ag: inverse agonists of human mu-delta opioid receptor heterodimerization; cell-based MOR-DOR heterodimer luminescence, inverse agonism; 340,000 tested, 0.21% active; inhibition, % at 9.3 µM; P35372+P41143; in the data active = inhibition above about 22%, passing the limit was not always enough;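 also: 0% = cells with DMSO and 100% = wells without cells with DMSO; values of inactives mirror those of a sister screen read the other way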
Arr AP2 block: inhibitors of human beta-arrestin and AP2 interaction; inhibition, % at 10 µM; AID 504490; FITC-arrestin peptide / GST-AP2 beads, flow cytometry; AP2 beta2 appendage carries R879A mutation; 340,000 tested, 0.31% active;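 active = inhibition above a set limit, near 3 SD of compounds lacking own fluorescence, cut at about 54% in these data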;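 also: plate controls were DMSO wells for no effect and 5 µM unlabelled arrestin peptide for full effect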
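Measured by: flow cytometry, FL1 (488/535 nm); Material: AP2 appendage R879A on GSH beads; Evaluation: percent response; Timing: pre-incubation 12 min, peptide binding 1 h, room temperature; Also added: 50 nM FITC-arrestin peptide; Medium: PBS with 0.05% Tween 20 and 0.1% BSA.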
Wnt act: Wnt/beta-catenin pathway activation; Wnt/beta-catenin reporter cell assay, activator, plate reader; activation, % at 9.35 µM; 300,000 tested, 1.2% active; AID 743398; in the data active = activation above about 30%, passing the limit was not always enough;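 also: 0% = neutral control wells and 100% = positive control wells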
RTF Ca sens inh: cardiac RTF calcium desensitization; IANBD-labeled cardiac RTF, Ca2+ fluorescence; inhibition, % at 7.15 µM; AID 493244; 340,000 tested, 0.12% active; P19429+P45379;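 active = inhibition above the mean inhibition of all tested compounds plus 3 SD, cut at about 17% in these data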;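 also: assay run at fixed EC70 calcium of 1.6 mM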
Keap1 Nrf2 FP: Keap1-Nrf2 (human) interaction inhibition | Q14145 | Keap1 Kelch-Nrf2 peptide fluorescence polarization, 1536-well | inhibition, % at 9.4 µM | 340,000 tested, 0.15% active | AID 504523; in the data active = inhibition above about 12%;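 also: human Keap1 Kelch domain with fluorescein labeled Nrf2 9mer peptide probe; 0% = neutral control wells and 100% = peptide positive control; higher means more block of Keap1 binding to Nrf2 peptide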
Target sequence (Q14145 whole entry, looked up, the tested form may be a part): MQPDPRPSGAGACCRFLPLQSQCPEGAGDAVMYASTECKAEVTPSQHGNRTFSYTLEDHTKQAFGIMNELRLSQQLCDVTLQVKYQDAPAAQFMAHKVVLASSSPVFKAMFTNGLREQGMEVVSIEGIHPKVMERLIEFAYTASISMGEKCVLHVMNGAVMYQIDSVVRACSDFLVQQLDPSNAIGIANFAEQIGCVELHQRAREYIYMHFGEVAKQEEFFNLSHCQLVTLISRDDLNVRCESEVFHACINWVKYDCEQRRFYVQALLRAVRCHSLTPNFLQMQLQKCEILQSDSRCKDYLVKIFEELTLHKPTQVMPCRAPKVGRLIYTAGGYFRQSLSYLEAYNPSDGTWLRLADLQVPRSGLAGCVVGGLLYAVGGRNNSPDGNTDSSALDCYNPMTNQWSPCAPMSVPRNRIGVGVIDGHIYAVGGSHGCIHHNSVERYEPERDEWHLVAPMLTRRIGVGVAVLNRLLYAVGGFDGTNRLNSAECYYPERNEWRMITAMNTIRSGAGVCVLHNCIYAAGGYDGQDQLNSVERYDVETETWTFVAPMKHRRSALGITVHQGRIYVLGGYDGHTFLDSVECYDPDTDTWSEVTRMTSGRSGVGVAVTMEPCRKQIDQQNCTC
DSG3 Ab inh: human desmoglein-3 autoantibody binding inhibition; P32926; DSG3-coupled beads, scFv-anti-DSG3-GFP binding, flow cytometry; hits give low values; binding (percent of control), % at 10 µM; 310,000 tested, 0.48% active; AID 588358;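 active = binding more than 3 SD below its plate's average and above zero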;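 also: hits lower antibody fragment binding to DSG3; some compounds called inactive have numbers as strong as hits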
LANA DNA inh: blocks KSHV LANA C-terminal domain binding to DNA. MBP-C-LANA/FAM-LBS DNA binding, fluorescence polarization. inhibition, % at 9 µM. 340,000 tested, 0.078% active. AID 504423;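 active = highest replicate inhibition at or above 60% at 9 µM, even if other replicates fall short; inactive = all replicates below 60% inhibition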;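 also: 0% = neutral control wells and 100% = 4 µM acridine orange control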
V-ATPase pH: yeast V-ATPase proton transport regulation by pHLuorin. S. cerevisiae, pHLuorin cytosolic pH fluorescence. response, % at 10 µM. 350,000 tested, 0.37% active. AID 504577; in the data active = response mostly above about 7.3%, no sharp cut-off; inactive = mostly below about 5.4%; also: actives read high; inactives centre near 0; some compounds called inactive have numbers as strong as hits; reference of the scale not given here
* marks the source's active call; other numbers are inactive results; . = not tested or not shown.

item | SMILES | OPRM1-OPRD1 ag | cardiac RTF act | MOR-DOR inv ag | Arr AP2 block | Wnt act
1 | CC1CCN(S(=O)(=O)c2ccc(NC(=O)[C@@H]3CCCC[C@@H]3C(=O)O)cc2)CC1 | -3.8 | -0.6 | 20.0 | -6.5 | -0.4
2 | Cc1ccc(CNC(=O)C(=O)NCC2OCCN2C(=O)c2ccc3c(c2)OCO3)cc1 (stereo not drawn) | -3.2 | -4.8 | 15.0 | -10.9 | -0.2
3 | Cc1ccc2c(c1)N(CC(=O)N1CCN(C3CCCCC3)CC1)C(=O)CO2 | -0.3 | 3.3 | 1.9 | -7.0 | 1.0
4 | O=S(=O)(Nc1nc2ccccc2s1)c1ccc(Cl)nc1 | -1.2 | -4.3 | 6.4 | 1.8 | 2.3
5 | CC(=O)Nc1ccc(NC(=O)C(C)OC(=O)CCc2nc3ccccc3s2)cc1 (stereo not drawn) | -1.3 | 4.0 | 6.1 | -27.2 | -2.0
6 | COc1cccc(NC(=O)C(NCCC(C)C)c2ccccc2)c1 (stereo not drawn) | 3.3 | 0.6 | -14.3 | -8.5 | .
7 | COc1ccc(C(C)=O)cc1COC(=O)c1cc(=O)c2ccccc2o1 | -1.4 | 2.0 | 9.0 | -7.6 | -3.5
8 | COc1ccc(C(=O)CSc2nnc(-c3cc4ccccc4cc3O)n2Cc2ccco2)cc1 | -2.0 | -0.6 | 10.1 | -1.1 | -3.4
9 | COc1ccc(N(CC(=O)Nc2ccc(C)c(F)c2)S(=O)(=O)c2c(C)noc2C)cc1 | 4.4 | 2.5 | -21.9 | -2.5 | -0.7
10 | Cc1noc(C)c1CSc1nnc2n(-c3ccccc3)c(=O)c3ccccc3n12 | -2.6 | 0.9 | 13.9 | 0.4 | 3.7
11 | COc1ccccc1C(=O)Nc1ccc(S(=O)(=O)N2CCCCC2c2cccnc2)cc1 (stereo not drawn) | -1.6 | 1.4 | 8.7 | 8.2 | 4.9
12 | O=C1c2cccc(OCC(=O)N3CCCc4ccccc43)c2CCN1Cc1ccccc1 | -0.8 | 0.9 | 4.0 | . | -3.0
13 | O=C(/C=C/c1ccccc1[N+](=O)[O-])NCCCn1ccnc1 | 0.0 | -0.9 | 0.0 | 2.1 | -4.9
14 | CCN(CC)CCn1c(=N)n(CC(O)COc2ccccc2)c2ccccc21 (stereo not drawn) | . | 0.3 | . | 0.7 | 1.3
15 | CC(=O)c1ccc(NC(=O)C2C3C=CC(C3=C(c3ccccc3)c3ccccc3)C2C(=O)O)cc1 (stereo not drawn) | -2.3 | -3.5 | 12.1 | 55.8* | -0.2

item | RTF Ca sens inh | Keap1 Nrf2 FP | DSG3 Ab inh | LANA DNA inh | V-ATPase pH
1 | 8.8 | -2.4 | 100.9 | 1.0 | -1.1
2 | -5.4 | -2.7 | 105.2 | -1.6 | 0.4
3 | 0.9 | -0.7 | . | 0.4 | -3.2
4 | -5.4 | -3.6 | 103.4 | -1.6 | -2.1
5 | 3.1 | -0.2 | 91.3 | 2.4 | -3.1
6 | -0.1 | -3.7 | 101.2 | -0.3 | -1.3
7 | -2.4 | -0.3 | 97.5 | 0.6 | -0.2
8 | -2.2 | 1.0 | 89.4 | 2.3 | -1.4
9 | 12.4 | -0.6 | 96.1 | 0.9 | 1.0
10 | -1.3 | 0.8 | 96.1 | -0.8 | -0.9
11 | -0.1 | 1.6 | 95.6 | 19.8 | -1.6
12 | 8.9 | -5.4 | 95.9 | -0.1 | -0.7
13 | -9.0 | -3.9 | 96.0 | -0.6 | 1.8
14 | 0.4 | -2.8 | 92.7 | 0.0 | 2.9
15 | -2.8 | 0.4 | 100.7 | -0.3 | -1.8

Part of the list above, field by field.
[5] CC(=O)Nc1ccc(NC(=O)C(C)OC(=O)CCc2nc3ccccc3s2)cc1 (stereo not drawn)
  OPRM1-OPRD1 ag: -1.3	cardiac RTF act: 4.0	MOR-DOR inv ag: 6.1	Arr AP2 block: -27.2	Wnt act: -2.0	RTF Ca sens inh: 3.1	Keap1 Nrf2 FP: -0.2	DSG3 Ab inh: 91.3	LANA DNA inh: 2.4	V-ATPase pH: -3.1

[9] COc1ccc(N(CC(=O)Nc2ccc(C)c(F)c2)S(=O)(=O)c2c(C)noc2C)cc1
  OPRM1-OPRD1 ag: 4.4	cardiac RTF act: 2.5	MOR-DOR inv ag: -21.9	Arr AP2 block: -2.5	Wnt act: -0.7	RTF Ca sens inh: 12.4	Keap1 Nrf2 FP: -0.6	DSG3 Ab inh: 96.1	LANA DNA inh: 0.9	V-ATPase pH: 1.0

Going on with the list:
item | SMILES | OPRM1-OPRD1 ag | cardiac RTF act | MOR-DOR inv ag | Arr AP2 block | Wnt act
16 | O=C(CSc1nnnn1C1CCCCC1)Nc1nc2c(s1)CCCC2 | 8.8 | -14.1 | -52.2 | -5.3 | .
17 | CCOC(=O)c1cnc2c(C)cc(C)cc2c1NCCCN1CCOCC1 | 0.6 | 0.6 | -2.8 | -3.6 | -0.2
18 | Cc1cc(OC(C)C(=O)NCCCN2CCOCC2)c2c(C)cc(=O)oc2c1 (stereo not drawn) | -2.4 | 12.5 | 11.7 | 0.0 | -0.4
19 | CCOC(=O)c1cc(-c2ccc(C)o2)nn1CCC#N | -1.8 | -2.5 | 8.8 | 0.2 | .
20 | CC(C)Oc1ccc(C(=O)N2CCN(C(=O)c3ccco3)CC2)cc1 | -1.4 | -4.8 | 7.5 | 2.6 | 3.3

item | RTF Ca sens inh | Keap1 Nrf2 FP | DSG3 Ab inh | LANA DNA inh | V-ATPase pH
16 | 0.5 | -5.1 | 118.6 | -1.0 | 2.2
17 | -5.9 | -7.8 | 108.8 | -3.4 | 4.9
18 | -5.4 | -2.3 | 99.8 | 0.1 | -0.7
19 | -0.6 | -1.1 | 96.3 | 1.2 | -3.9
20 | 0.3 | 0.5 | 104.8 | -0.1 | -1.4

One compound at a time (already shown):
CC(=O)c1ccc(NC(=O)C2C3C=CC(C3=C(c3ccccc3)c3ccccc3)C2C(=O)O)cc1 (stereo not drawn) is entered as OPRM1-OPRD1 ag = -2.3; cardiac RTF act = -3.5; MOR-DOR inv ag = 12.1; Arr AP2 block = 55.8*; Wnt act = -0.2; RTF Ca sens inh = -2.8; Keap1 Nrf2 FP = 0.4; DSG3 Ab inh = 100.7; LANA DNA inh = -0.3; V-ATPase pH = -1.8
COc1ccccc1C(=O)Nc1ccc(S(=O)(=O)N2CCCCC2c2cccnc2)cc1 (stereo not drawn) is entered as OPRM1-OPRD1 ag = -1.6; cardiac RTF act = 1.4; MOR-DOR inv ag = 8.7; Arr AP2 block = 8.2; Wnt act = 4.9; RTF Ca sens inh = -0.1; Keap1 Nrf2 FP = 1.6; DSG3 Ab inh = 95.6; LANA DNA inh = 19.8; V-ATPase pH = -1.6
